# Source: PubChem BioAssay
# PTHR1 ag – activates the human parathyroid hormone receptor PTHR1; Q03431; HEK293 GP2 PTHR1 cells, GloSensor cAMP luminescence, 1 h; Potency, µM (doses to about 115 µM), for inactives: at the highest dose activation, usual class: activators; 0.075% of 410,000 active; AID 743266; further: potency means the concentration at half of the fitted maximal effect; nearly all actives have a fitted effect of over 55% in size; some results filed as inactive show a strong effect at the top dose; inactives centre near -15; many of its hits are not listed in these tables
#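 HEK-293-derived GP2 cells expressing PTHR1 and a GloSensor cAMP reporter, 3,000/well, plated overnight, given luciferin plus IBMX (each 0.5 mM as added) for 1 h at 37 °C, then compound for 1 h at 37 °C. Luminescence was read after 15 min at room temperature.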
# HEK293 tox – cytotoxicity counter-screen for GLP-1 receptor inverse agonists; HEK293 cAMP-luciferase reporter cells, luminescence, 24 h; AID 624418; Potency, µM (highest dose often 38.3 µM), for inactives: at the highest dose activity change, negative = inhibition, most hits filed as inhibitors; 0.13% of 410,000 active;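 further: loss of luciferase light is scored as toxicity; potency means the concentration at half of the fitted maximal effect; on the % scale 0 is the no-effect control and ±100 the full control effect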
#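 Compound-treated cells are incubated 24 hr at 37 deg C under 5% CO2 after a 12 hour attachment period, then luciferase detection reagent is added and luminescence is measured following 12 min at room temperature; lowered signal indicates toxicity.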
# PI5P4K alpha inh – blocks human PI5P4K alpha kinase activity; P48426; PI5P4Kalpha enzyme, ADP-Glo luminescence, 60 min; stronger effect = lower value; max response, %; 1.2% of 330,000 active; AID 652105; active means max response of -50% or lower; inconclusive means between -30% and -50%; inactive means -30% or higher; further: value at the top dose of about 77 µM; on the % scale 0 is the no-effect control and ±100 the full control effect
#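 Enzyme plus substrate dispensed, test compounds pinned in, then ATP (5 microM final) added. After 60 min at RT, ADP-Glo reagent 1 for 45 min and reagent 2 for 30 min preceded luminescence imaging.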
# GLP1R ag – activates the human GLP-1 receptor; 0.007% of 380,000 active; HEK293 GLP-1R CRE-luciferase, luminescence, 4-6 h; cells express a hypersensitive GLP-1R form; Potency, µM (series often up to 45.6 µM), for inactives: at the highest dose activation, hits mostly activators; AID 624172; further: potency means the concentration at half of the fitted maximal effect; % of control where 0% means no effect
# EPAC1 agonist – activates human EPAC1 exchange factor; Potency, µM (top dose mostly 154 µM), for the others: top-dose activation, most hits filed as activators; 0.073% of 360,000 active; EPAC1 agonist qHTS, biochemical assay; response scale: 100% = response to 6.5 mM cAMP; further: potency means the concentration at half of the fitted maximal effect; nearly all actives have a fitted effect of over 60% in size
# Target sequence (O95398 whole entry, looked up): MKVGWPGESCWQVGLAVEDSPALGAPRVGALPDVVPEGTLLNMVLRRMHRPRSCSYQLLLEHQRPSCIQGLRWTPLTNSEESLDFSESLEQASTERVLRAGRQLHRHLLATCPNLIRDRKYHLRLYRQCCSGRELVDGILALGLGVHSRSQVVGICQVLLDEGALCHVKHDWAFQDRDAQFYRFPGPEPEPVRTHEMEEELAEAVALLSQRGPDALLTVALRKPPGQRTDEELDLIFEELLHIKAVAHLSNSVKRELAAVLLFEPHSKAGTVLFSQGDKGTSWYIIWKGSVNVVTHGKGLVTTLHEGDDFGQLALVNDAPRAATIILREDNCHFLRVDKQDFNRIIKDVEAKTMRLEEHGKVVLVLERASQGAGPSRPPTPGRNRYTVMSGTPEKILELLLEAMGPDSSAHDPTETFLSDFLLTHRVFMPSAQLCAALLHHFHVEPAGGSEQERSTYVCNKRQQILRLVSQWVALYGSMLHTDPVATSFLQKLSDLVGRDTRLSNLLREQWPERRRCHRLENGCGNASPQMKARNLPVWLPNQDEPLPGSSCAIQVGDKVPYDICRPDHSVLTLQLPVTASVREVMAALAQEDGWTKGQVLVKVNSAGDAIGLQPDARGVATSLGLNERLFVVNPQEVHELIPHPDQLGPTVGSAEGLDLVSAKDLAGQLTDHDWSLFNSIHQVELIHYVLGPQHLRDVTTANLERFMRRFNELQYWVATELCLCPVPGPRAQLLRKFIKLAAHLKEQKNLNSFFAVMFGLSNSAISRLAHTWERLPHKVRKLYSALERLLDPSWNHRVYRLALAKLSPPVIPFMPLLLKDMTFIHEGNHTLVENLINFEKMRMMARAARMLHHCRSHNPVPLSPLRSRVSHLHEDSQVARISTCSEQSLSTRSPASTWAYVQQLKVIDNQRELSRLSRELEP
#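 Normalized to 6.5 mM cAMP, activity reflects EPAC1-catalysed release of BODIPY-GDP from Rap1B, followed kinetically over 30 min at 480 nm excitation, 540 nm emission. Reaction contained 100 nM EPAC1, 250 nM Rap1B-BODIPY-GDP, 50 uM GDP.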
# PLK1 PBD block – blocks phosphopeptide binding to human PLK1 polo-box domain. P53350. Plk1 PBD binding of FITC phosphopeptide, fluorescence polarization. Potency, µM, for inactives: max response, negative = inhibition, hits mostly inhibitors. 2.8% of 360,000 active. AID 720504; further: potency means the concentration at half of the fitted maximal effect; series mostly up to about 57 µM; on the % scale 0 is the no-effect control and ±100 the full control effect; nearly all actives have a fitted effect of over 65% in size
# IL2 activator – activates IL-2 in a cell-based reporter assay; IL-2 activation reporter assay, cell-based qHTS; stimulated with anti-CD3/CD4/CD28 beads; in transgenic mouse T cells; activation, % (series mostly up to about 46 µM); 0.065% of 360,000 active; AID 652025; in the data active means activation above about 50%; inconclusive means mostly about 30% to 49%; further: 0% is about no effect
#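 Readout is EGFP and DsRed signal by fluorescent plate cytometry after 18 h at 37 degrees C. Transgenic mouse T cells (750/well) received compound for 60 min before bead stimulation (anti-CD3, anti-CD4, anti-CD28); memory T cells served as non-tolerant control.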
# GLP-1R inv ag – inverse agonists of human GLP-1 receptor | P43220 | HEK293 GLP-1R CRE-luciferase, luminescence, 24 h; GLP-1R form is constitutively active | Potency, µM (highest dose often 38.3 µM), for the others: at the top dose activity change, negative = inhibition, actives largely listed as inhibitors | 1.6% of 410,000 active | AID 624417; further: potency means the concentration at half of the fitted maximal effect; on the % scale 0 is the no-effect control and ±100 the full control effect; nearly all actives have a fitted effect of over 55% in size
#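 qHTS in 1536-well format: reporter HEK293 cells expressing constitutive GLP-1R activity in DMEM + 10% Nu serum, 24 hr with compounds at 37 deg C, luminescence read after 12 min with detection reagent.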
# EPAC1 antag – antagonists of human EPAC1 | 0.14% of 360,000 active | EPAC1 GEF assay, Rap1b-BODIPY-GDP exchange fluorescence | AID 720709 | Potency, µM (highest dose often 115 µM), for inactives: top-dose activity change, negative = inhibition, most hits filed as inhibitors | O95398;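 further: potency means the concentration at half of the fitted maximal effect; plate controls were vehicle for no effect and positive control for full effect; nearly all actives have a fitted effect of over 50% in size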
# * marks the source's active call; other numbers are inactive results; i = inactive; ? = inconclusive; nt = no result given; & = joins results of further samples; [ ] = dose if it differs, or a comment. Unless noted, the call rests on the fitted dose curve; in most records, active means well fitted curve in the direction sought with a large enough effect; inconclusive means small, poorly fitted or top-dose-only effect, or another doubt; inactive means no such curve, though single readings can be large; an effect the other way counts as inactive or inconclusive. Some of the compounds tested (hit frequency here may not be typical).
SMILES,PTHR1 ag,HEK293 tox,PI5P4K alpha inh,GLP1R ag,EPAC1 agonist,PLK1 PBD block,IL2 activator,GLP-1R inv ag,EPAC1 antag
O=C(CSc1nnc(-c2c[nH]c3ccccc23)o1)c1ccc(-c2ccccc2)cc1,-16%,10%,7,10%,2%,-13%,-3.1,?,?
CC1CN(C(=O)COC(=O)c2ccc3ccccc3c2)CC(C)O1 (stereo not given),-15%,-7%,-2,9%,9%,-8%,-1.6,1%,7%
O=C(O)c1ccccc1C(=O)OCc1c(-c2ccccc2)ncc2ccccc12,i,-4%,-6,-3%,-5%,-13%,-2.2,6%,-3%
O=C(C1CC(c2ccc(F)cc2)=NO1)N1CCCc2ccccc21 (stereo not given),-20%,-10%,3,-7%,-1%,2%,-1.1,?,-2%
CSc1ccccc1NC(=O)c1ccc(N2CC3CC(C2)c2cccc(=O)n2C3)c(NC(=O)c2cccnc2)c1 (stereo not given),-24%,7%,-3,8%,6%,-9%,-0.9,15%,0%
COc1ccc(OC)c(S(=O)(=O)N2CCc3ccccc3C2)c1,-26%,5%,6,11%,7%,-1%,-0.5,?,?
Cc1ccc(CN2CC(N3CCC(c4ccccc4)CC3)CS2(=O)=O)cc1 (stereo not given),-23%,-5%,4,-3%,3%,-5%,0.0,-24%,-1%
Nc1nnc(-c2ccccc2)c(-c2ccccc2)n1,-35%[inhibitor][57.5 µM],-1%,-1,13%,-3%,-8%,2.1,70%[activator],-3%
CCOC(=O)Cc1csc(NC(=O)CCCCCN2C(=O)c3ccccc3C2=O)n1,-37%[inhibitor],14%,nt,22%,8%,-5%,-2.1,-14%,1%
O=C(CSCSCC(=O)NCC1CCCO1)NCC1CCCO1 (stereo not given),?,3%,nt,14%,1%,-10%,-1.0,2%,10%
CC(C)Nc1nc(Oc2ccc(=O)n(-c3ccccc3)n2)nc(N(C)C)n1,i,6%,4,21%,-4%,-5%,1.3,36%[activator],-1%
Cc1nnc(NC(=O)c2oc3c(ccc4ccccc43)c2C)s1,-6%[57.5 µM],15%,3,3%,4%,-26%,2.2,17%,-8%
CCCCNC(=S)NNC(=O)CCn1nc(C)c(Br)c1C,i,5.6µM*,nt,8%,1%,-6%,-2.9,0%,-1%
NNC(=O)c1nnsc1-c1csnn1,-20%,-4%,-10,2%,-8%,-7%,-4.3,10%,0%
CS(=O)(=O)n1nc(-c2ccc(Cl)cc2)nc1SCc1ccccc1,-5%[57.5 µM],-4%,nt,17%,18%,-5%,-0.9,?,-11%
O=C(NCc1ccco1)/C(=C/c1cccnc1)NC(=O)c1ccco1,i,1%,nt,-7%,-1%,0%,-2.8,0%,-15%
CC(C)N(Cc1nc(-c2ccccc2)no1)C(=O)CN(C)S(=O)(=O)c1ccccc1,-7%,16%,3,7%,2%,-7%,1.3,-33%,-16%
CC1=C(C(=O)OCC2CCCO2)C(c2ccc(Cl)cc2)NC(=O)N1 (stereo not given),i,-5%,-10,9%,5%,-3%,0.1,17%,-8%
Cc1ccc(-c2nn(CC(=O)NCc3ccccn3)c(=O)c3ccccc23)cc1S(=O)(=O)N(C)C,-6%,3%,-1,21%,9%,-9%,-1.7,15%,-18%
CCc1ccc(N/C(SC)=C(/C#N)C(N)=O)cc1,i,1%,nt,7%,4%,-6%,0.8,2%,9%
COc1cc2cc(CCCOC(=O)CCCC(=O)O)oc(=O)c2cc1OC,-4%,?,3,1%,0%,-8%,-1.9,26%,-4%
Cc1c(C(=O)OCC(=O)N(C)CC(=O)Nc2ccc(F)cc2)oc2ccccc12,-34%[inhibitor],7%,2,7%,1%,-24%,-0.1,7%,-15%
Fc1cccc(Cc2c(-c3ccccc3)nc3ccc(Cl)cn23)c1,-49%[inhibitor],3%,-2,-1%,-4%,4%,0.8,?,7%
O=C(NC1CCN(Cc2ccccc2)CC1)C1CCN(S(=O)(=O)c2ccc(Cl)cc2)CC1,-53%[inhibitor],-18%,6,0%,-2%,3%,0.3,?,5%
Cn1c(N)c(C(=O)c2ccc(C#N)cc2)c(=O)n(C)c1=O,i,0%,-2,12%,2%,-10%,-0.8,15%,15%
SMILES,PTHR1 ag,HEK293 tox,PI5P4K alpha inh,GLP1R ag,EPAC1 agonist,PLK1 PBD block,IL2 activator,GLP-1R inv ag,EPAC1 antag
CC(C)Sc1nnc(NC(=O)c2ccco2)s1,-9%,-3%,-7,-5%,2%,-29%,-0.5,-15%,-25%
COc1ccc(C(=O)N2CCN(CCc3ccccc3)CC2)cc1[N+](=O)[O-],-5%,-7%,1,5%,5%,-8%,0.3,37%[activator],-6%
CCOc1ccc(CC(=O)NNC(=O)NC2CCCCC2)cc1,-15%,1%,4,7%,-1%,5%,-0.4,4%,26%
CCCC(=O)Nc1cc2c3c(c1)CC(=O)N3CCC2,i,-6%,2,6%,-18%,1%,0.1,4%,-5%
CCOC(=O)c1ccc(Cl)c(S(=O)(=O)N2CCCC2)c1,-30%,4%,-11,11%,6%,21µM*,1.4,-7%,2%
CCOC(=O)CC1C(=O)NCCN1S(=O)(=O)c1ccc(C)cc1 (stereo not given),i,-2%,-1,4%,4%,-1%,-0.1,-3%,-2%
O=C(NC1CCN(C(=O)c2cccc([N+](=O)[O-])c2)CC1)c1ccccc1,i,-2%,1,12%,0%,4%,0.1,15%,5%
CCOc1ccc(NS(=O)(=O)c2ccc(C(=O)NCC(c3cccs3)N3CCOCC3)cc2)cc1 (stereo not given),-36%[inhibitor],?,-8,2%,-1%,-7%,-5.3,?,-28%
C=CCSc1cc(C)nc2c(-c3ccc(Cl)cc3)c(C)nn12,-4%,1%,nt,10%,8%,-3%,0.4,-4%,16%
O=C(Nc1ccccc1N1CCN(c2ccc(F)cc2)CC1)C12CC3CC(CC(C3)C1)C2,-3%,6%,4,0%,8%,4%,-4.1,18%,0%
CC(=O)c1cccc(NC(=O)CSc2nnnn2C2CCCC2)c1,-18%,-1%,0,6%,-2%,-5%,0.5,7%,-8%
CC(NS(=O)(=O)c1ccc(CCC(=O)NCC2CCCO2)cc1)c1ccccc1 (stereo not given),-4%,7%,5,5%,11%,-6%,0.9,0%,-6%
COc1ccc(/C=N/NC(=O)c2cccc(COCC(F)(F)C(F)F)c2)cc1,i,?,-2,8%,7%,-8%,-3.0,?,-16%
O=C(NC1CCCC1)C(c1ccco1)N(C(=O)c1csnn1)c1ccccc1 (stereo not given),i,3%,-7,7%,-3%,-3%,-0.2,-4%,-6%
CCN1CCN(c2ccc(S(=O)(=O)N(CC)CC)cc2[N+](=O)[O-])CC1,i,-8%,-4,2%,1%,-7%,-0.9,-29%,-12%
O=C(N/N=C(\c1ccccc1)c1cccnc1)c1ccc(O)cc1,-16%,-10%,6,8%,-11%,-3%,-1.6,21%,-4%
COc1ccc(Cl)cc1NC(=O)N1CCC(C)CC1,i,-29%,12,14%,3%,3%,0.3,?,16%
CC(C)(C)N(Cc1ccccc1)C(=O)c1cc2ccccc2o1,i,-1%,0,5%,14%,-6%,0.3,2.2µM*,-7%
CCOC(=O)CN1C(=N)N(c2nc(NC(C)C)nc(OC)n2)CC1=O,8%,9%,2,-4%,0%,-13%,0.0,1%,-26%
CN(C)c1ccc(C=NCC2(O)CCOC(C)(C)C2)cc1 (stereo not given),?,0%,3,0%,-2%,0%,-2.2,17%,-4%
CCSc1nc2cc(C(=O)OC)ccc2c(=O)n1CC,-42%[inhibitor],17%,nt,10%,8%,-11%,1.6,79%[activator],12%
COc1ccccc1-c1nnc(NC(=O)OCC(C)C)s1,i,0%,-4,-20%,11%,1%,-3.9,0%,-8%
Cc1ccc(NC(=O)Cn2nnc(C(=O)Nc3ccc(F)c(Cl)c3)c2N)cc1,2%,0%,3,5%,14%,-21%,-2.8,6%,-17%
CC1CC(C)CN(C(=O)c2ccc(-c3ccc([N+](=O)[O-])cc3)o2)C1 (stereo not given),-94%[inhibitor],-3%,-19,15%,-9%,-23%,-2.2,?,?
Cn1ccnc1C1CCCCN1Cc1nc(-c2ccc3c(c2)OCO3)no1 (stereo not given),i,-2%[0.307 µM],3,-3%,7%,-4%,-0.6,-11%[0.307 µM],-19%
SMILES,PTHR1 ag,HEK293 tox,PI5P4K alpha inh,GLP1R ag,EPAC1 agonist,PLK1 PBD block,IL2 activator,GLP-1R inv ag,EPAC1 antag
Cc1ccc(-c2nc3cc(C)c(Br)c(C)n3c2Cc2ccsc2)cc1,-27%,18%,8,2%,8%,-1%,0.0,?,-20%
COc1ccc(-c2nc3ccccc3s2)cc1NC(C)=O,-15%,6%&-5%,6,14%,1%,-1%,-2.7,2%&26%,8%
COCCCNC(=O)CCCn1c(=O)c2ccccc2n(CC(=O)Nc2ccc(C)cc2Cl)c1=O,i,-2%,nt,0%,nt,nt,nt,-7%,nt
Cc1ccccc1NC(=O)C(C)SCc1ccccc1 (stereo not given),-50%[inhibitor],-5%,2,4%,-4%,-18%,-0.1,?,-7%
COc1ccccc1-c1ccc(/C=C2/C=C(C)OC2=O)o1,-33%[inhibitor],-4%,-22,-2%,0%,?,0.9,-1%,-15%
O=C(Nc1ccc(F)c(F)c1)c1cc(S(=O)(=O)N2CCN(c3ccccn3)CC2)ccc1F,i,-15%,nt,1%,25%,-12%,0.8,?,1%
CCN(CC)S(=O)(=O)c1ccc2oc(C(=O)NC3CCCc4ccccc43)c(C)c2c1 (stereo not given),-26%,66%[activator],nt,1%,13%,-21%,-2.5,8.9µM*,5%
Cc1cc(NS(=O)(=O)c2ccc(NC(=O)c3ccc(F)cc3)cc2)nc(C)n1,i,5%,1,3%,3%,-11%,0.8,14%,-23%
CC(C)(C)c1ccc(C(=O)Nc2ccc(Oc3cccnc3)nc2)cc1,-47%[inhibitor],-5%,-5,0%,3%,-6%,-6.2,8.9µM*,-21%
O=C(CSC(=S)N1CCCC1)N1CCN(S(=O)(=O)c2cccc([N+](=O)[O-])c2)CC1,i,-3%,-1,-3%,3%,?,-2.1,-15%,0%
